Screens (PubChem)
ABCB6 inh MLPCN: blocks the human ABCB6 transporter. Q9NP58. K562-ABCB6 porphyrin accumulation, flow cytometry, 1 h; active compounds read low. fluorescence ratio to DMSO, % at 10 µM. actives 0.19% (n = 360,000);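 active means fluorescence ratio to DMSO below 75%, the collection mean minus 3 SD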;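 further: signal is porphyrin accumulated inside mitochondria; 100% equals median channel fluorescence of DMSO control wells; lower ratio means ABCB6 inhibition with less porphyrin fluorescence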
MC4R antagonist: antagonists of human melanocortin 4 receptor (MC4R) | AID 540295 | MC4R-expressing cells, MTII-stimulated cAMP, LANCE TR-FRET | inhibition, % at 6.5 µM | actives 0.48% (n = 360,000);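 active means inhibition above its plate's cutoff, the mean of tested wells on that plate plus 3 SD, cut at about 29% in these data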;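 further: 0% = Melanotan II alone and 100% = Melanotan II plus saturating MCL0020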
Target sequence (P32245 whole entry, looked up): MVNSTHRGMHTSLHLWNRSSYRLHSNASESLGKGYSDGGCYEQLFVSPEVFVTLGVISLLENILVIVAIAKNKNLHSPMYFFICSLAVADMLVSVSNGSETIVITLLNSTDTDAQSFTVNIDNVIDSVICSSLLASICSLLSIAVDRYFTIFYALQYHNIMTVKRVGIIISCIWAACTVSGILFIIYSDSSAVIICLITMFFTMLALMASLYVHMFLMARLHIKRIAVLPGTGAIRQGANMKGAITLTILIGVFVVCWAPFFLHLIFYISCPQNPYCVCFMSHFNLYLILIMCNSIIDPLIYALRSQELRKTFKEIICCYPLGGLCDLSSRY
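Assay system: U2OS cells stably expressing human melanocortin 4 receptor (MC4R) / Dosing: 6.5 µM / Timing: compound 30 min, challenge 1 h, detection 1 h / Measured by: Eu-cAMP/anti-cAMP TR-FRET, emission 671 nm / Replicates: singlicate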
m5-HT2A agonist: agonists of mouse serotonin 5-HT2A receptor (HTR2A); P35363; CHO-K1 mHTR2A beta-arrestin complementation, luminescence; percent of 30 µM serotonin response; actives 0.66% (n = 360,000); activation, % at 7.6 µM;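 active means activation above a run cutoff, the mean activation of all tested compounds plus 3 SD, cut at about 14% in these data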;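 further: 0% = plate median of compound wells and 100% = 30 µM serotonin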
Target sequence (P35363 whole entry, looked up): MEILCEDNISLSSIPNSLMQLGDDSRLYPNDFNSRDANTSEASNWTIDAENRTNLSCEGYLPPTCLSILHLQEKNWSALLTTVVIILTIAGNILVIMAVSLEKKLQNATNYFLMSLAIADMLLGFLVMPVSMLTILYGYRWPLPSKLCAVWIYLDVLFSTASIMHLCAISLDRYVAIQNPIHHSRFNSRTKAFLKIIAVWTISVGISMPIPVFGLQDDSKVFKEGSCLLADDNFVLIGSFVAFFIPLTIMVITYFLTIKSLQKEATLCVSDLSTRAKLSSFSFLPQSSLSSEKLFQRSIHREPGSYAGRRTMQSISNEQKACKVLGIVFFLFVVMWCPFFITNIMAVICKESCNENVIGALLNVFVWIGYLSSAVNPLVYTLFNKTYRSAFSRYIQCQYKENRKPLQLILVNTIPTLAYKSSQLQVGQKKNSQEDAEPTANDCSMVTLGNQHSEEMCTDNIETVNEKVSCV
Granule exo inh: lytic granule exocytosis inhibition. inhibition, % at 10 µM. AID 651702. TALL-104 LAMP-1 surface exposure, flow cytometry; cells stimulated with thapsigargin and PMA. actives 0.66% (n = 360,000);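 active means inhibition above about 55%, limit read from the data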
H9c2 protect: myocardial damage modulation in H9c2 cells. H9c2 cardiomyocytes, H2O2 injury protection, ATPLite, 2 h. protection from H2O2 cell death, % at 20 µM. actives 0.63% (n = 360,000);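 active means compounds giving at least 50% protection of heart cells from peroxide-induced death in the single-dose screen, raw or plate-pattern-corrected value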;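 further: 0% = DMSO wells with peroxide and 100% = DMSO wells without peroxide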
Glyco luc inh: N-linked glycosylation inhibition; D54 ERlucT glycosylation luciferase reporter, 24 h; percent of 100 nM tunicamycin response; reporter increase, % at 12.5 µM; actives 0.23% (n = 360,000);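 active means mean luciferase reporter signal, scaled so untreated is 0 and the glycosylation-blocking control 100, at or above a set limit in every replicate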;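 further: luciferase carries N-glycosylation sites so blocking glycosylation raises the light; 0% = median of neutral control wells and 100% = median of 100 nM tunicamycin wells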
iPSC survival up: hiPSC single-cell survival enhancement; actives 0.044% (n = 360,000); survival enhancement, % at 20 µM; ATPlite luminescence; 100% = ROCK inhibitor wells, 0% = DMSO; in the data active means survival enhancement above about 18%;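 further: cells exposed to compounds for 16 hours before the ATP read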
ABHD5 PLIN5 PPI: inhibitors of human ABHD5-perilipin-5 interaction. actives 0.78% (n = 360,000). inhibition, % at 4 µM. Q00G26+Q8WTS1. Split G. princeps luciferase complementation, luminescence, 4 h. AID 602281;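 active means inhibition above the mean inhibition across every tested compound plus 3 SD, cut at about 22% in these data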;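 further: 0% = DMSO only wells and the 100% control is not disclosed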
MC4R barr agon: activates human MC4R beta-arrestin recruitment | activation, % at 8.9 µM | P32245 | actives 0.98% (n = 360,000) | U2OS MC4R beta-arrestin complementation, luminescence; percent of melanotan II response, DMSO zero;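 active means activation above a per-plate cutoff, the mean activation of sample wells on that plate plus 3 SD, cut at about 8% in these data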
aDG glyco act: alpha-DG glycosylation activation; Pro5-aDG cells, alpha-DG glycosylation AlphaScreen (IIH6); 0% Pro5, 100% B10-LARGE cell signal; activation, % at 10 µM; actives 0.22% (n = 360,000); AID 624168;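 active means activation of at least 8% versus controls, or a plate z-score of at least 8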;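 further: Pro5 are CHO cells carrying HIG-tagged alpha-DG that lacks glycosylation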
* marks the source's active call; other numbers are inactive results; . = no result given.

entry | Compound | ABCB6 inh MLPCN | MC4R antagonist | m5-HT2A agonist | Granule exo inh | H9c2 protect
1 | O=C1CC(c2ccc(F)cc2)Sc2ccccc2N1 (stereo unspecified) | 103 | -3 | -2 | -1 | 9
2 | c1coc(CNc2ncnc3nc[nH]c23)c1 | 101 | 5 | 1 | -8 | -2
3 | Cc1ccccc1S(=O)(=O)Cc1ccc(C(=O)N2CCN(c3ncccn3)CC2)o1 | 105 | 6 | 3 | 0 | 15
4 | CC1CC(C)CN(c2ccc(C(=O)OCC(=O)NC3CCCc4ccccc43)cc2[N+](=O)[O-])C1 (stereo unspecified) | 94 | -3 | 5 | -2 | -8
5 | O=C(c1ccccc1F)N1CCN(Cc2ccccc2F)CC1 | 95 | 1 | 1 | -2 | 5
6 | CCOc1ccc(NC(=O)CCC(=O)c2ccc(OC)cc2)cc1 | 105 | -4 | 2 | 0 | -7
7 | CCOCCCNC(=O)CCCOc1ccccc1 | 98 | -2 | -1 | 0 | 0
8 | O=C(NCCC1CCCCN1S(=O)(=O)c1ccc(Cl)cc1)C(=O)NCc1cccnc1 (stereo unspecified) | 102 | 13 | -3 | 1 | -3
9 | Cc1ccc(S(=O)(=O)N2CCOCC2)cc1NC(=O)c1cc2ccccc2oc1=O | 97 | 1 | 5 | 6 | -3
10 | Cc1ccccc1NC(=O)c1c(C)[nH]c(=S)c(C#N)c1-c1ccc(Cl)cc1 | 98 | 24 | 0 | -2 | 6
11 | Cc1ccc(S(=O)(=O)N2CCC(C(N)=O)CC2)c(C)c1C | 100 | -6 | 2 | 1 | 1
12 | OC(CC(O)c1ccccc1)c1ccccc1 (stereo unspecified) | 108 | 17 | -3 | -2 | 4
13 | COc1ccc(OC)c(NC(=O)CN2C(=O)c3ccccc3S2(=O)=O)c1 | 89 | 9 | 2 | 13 | 1
14 | CC(=O)c1c[nH]c(C(=O)NCC2CCCO2)c1 (stereo unspecified) | 94 | 7 | -1 | 3 | 2
15 | c1ccc2c(-n3cnnn3)cccc2c1 | 98 | -8 | 0 | 0 | 3

entry | Glyco luc inh | iPSC survival up | ABHD5 PLIN5 PPI | MC4R barr agon | aDG glyco act
1 | -1 | 2.9 | 2 | -2.2 | -0.2
2 | 2 | 3.3 | 4 | -0.6 | 0.1
3 | -1 | -1.5 | -2 | -1.0 | -0.9
4 | 1 | 2.8 | 7 | 1.0 | 0.2
5 | -3 | -2.7 | -9 | -0.2 | 0.2
6 | 1 | 0.1 | 0 | 0.9 | 0.1
7 | 1 | -0.8 | -3 | -2.1 | 0.0
8 | 0 | 4.5 | -2 | -3.4 | 0.3
9 | -1 | 3.7 | -6 | -0.9 | -0.2
10 | 2 | -0.6 | -4 | -0.1 | 0.0
11 | -2 | -0.7 | 2 | -1.2 | 0.1
12 | 1 | 2.4 | -7 | -0.5 | 0.1
13 | 4 | 0.0 | -7 | -2.6 | -0.2
14 | 1 | -1.4 | 0 | -1.7 | 0.1
15 | 2 | -3.5 | 1 | 1.7 | -0.1

Compound profiles (already shown). Values in the order: ABCB6 inh MLPCN	MC4R antagonist	m5-HT2A agonist	Granule exo inh	H9c2 protect	Glyco luc inh	iPSC survival up	ABHD5 PLIN5 PPI	MC4R barr agon	aDG glyco act
Record of `O=C(NCCC1CCCCN1S(=O)(=O)c1ccc(Cl)cc1)C(=O)NCc1cccnc1` (stereo unspecified) → 102	13	-3	1	-3	0	4.5	-2	-3.4	0.3
Record of `Cc1ccc(S(=O)(=O)N2CCOCC2)cc1NC(=O)c1cc2ccccc2oc1=O` → 97	1	5	6	-3	-1	3.7	-6	-0.9	-0.2
Record of `CC1CC(C)CN(c2ccc(C(=O)OCC(=O)NC3CCCc4ccccc43)cc2[N+](=O)[O-])C1` (stereo unspecified) → 94	-3	5	-2	-8	1	2.8	7	1.0	0.2

Further compounds
entry | Compound | ABCB6 inh MLPCN | MC4R antagonist | m5-HT2A agonist | Granule exo inh | H9c2 protect
16 | CC1(C)CC(=O)c2cnc(NC(=O)CSC(=S)N3CCCCC3)nc2C1 | 99 | 11 | -1 | -9 | 9
17 | Cc1ccc(Oc2ncccc2NC(=O)CCCC(=O)O)c2c1CCC2 | 98 | 7 | -1 | -4 | -2
18 | Cc1nc(NC(=O)c2c(-c3ccccc3)noc2C)sc1C(=O)N(C)C | 91 | -3 | 5 | 3 | 2
19 | Cc1cccc2cc3c(nc12)SC(=NCC1CCCO1)N(Cc1ccco1)C3 (stereo unspecified) | 101 | 1 | -4 | 4 | -4
20 | CCc1ccc(CNC(=O)c2ccc(OC3CCN(C(C)=O)CC3)c(OC)c2)nc1 | 95 | -3 | -2 | -5 | 4
21 | CCOc1ccc(N2C(=O)CC(N3CC(C)OC(C)C3)C2=O)cc1 (stereo unspecified) | 98 | -4 | 3 | 5 | 3
22 | CCCCCOC(=O)C1=C(C)NC(=O)NC1c1ccc([N+](=O)[O-])cc1 (stereo unspecified) | 95 | -1 | -1 | 7 | -9
23 | O=C(NC(=S)N1CCN(c2ccc(F)cc2)CC1)c1cccs1 | 95 | 21 | -5 | -2 | 7
24 | COC(=O)c1c(-c2cc(OC)cc(OC)c2)sc2ccc(OC)cc12 | 98 | 6 | 2 | 0 | -7
25 | O=C1OC(c2ccc(O)cc2)(c2ccccc2O)c2ccccc21 (stereo unspecified) | 86 | -4 | -4 | -1 | -2
26 | COc1ccccc1Cc1c(C2CCCCC2)nc2ccc(Cl)cn12 | 97 | . | -4 | 0 | -9
27 | Cc1ccc(C(=O)NCc2ccc(F)cc2)cc1NC1=NC2CS(=O)(=O)CC2S1 (stereo unspecified) | 97 | 4 | 3 | -5 | 8
28 | CCC(=O)Nc1c(C)ccc2nsnc12 | 92 | -7 | 2 | -1 | -1
29 | Cc1cc(-c2cc(N)n(-c3ccccc3)n2)c(C)n1C1CCCC1 | 98 | 5 | -2 | 1 | -6
30 | Cc1ccc(Cn2cccc(NS(C)(=O)=O)c2=O)cc1 | 131 | -2 | 4 | 2 | 0

entry | Glyco luc inh | iPSC survival up | ABHD5 PLIN5 PPI | MC4R barr agon | aDG glyco act
16 | 0 | 1.3 | 1 | -1.9 | -0.1
17 | -1 | -0.5 | 2 | 0.7 | 0.0
18 | -1 | 0.2 | 6 | -1.1 | -0.3
19 | -1 | 5.7 | 26* | -3.0 | -0.1
20 | 0 | 0.1 | -2 | -2.1 | -0.1
21 | 2 | 0.3 | 1 | -1.5 | 0.1
22 | 0 | -0.4 | 6 | 0.5 | 0.2
23 | 3 | 1.3 | -8 | 0.1 | 0.9
24 | 0 | 0.9 | 2 | 0.4 | 0.4
25 | 3 | 1.1 | -3 | -0.9 | -0.1
26 | -2 | -0.9 | -9 | . | -0.1
27 | -1 | -1.2 | 0 | -0.2 | 0.0
28 | 1 | 0.4 | -2 | -0.3 | 0.0
29 | -4 | 0.6 | -5 | 0.8 | -0.4
30 | 2 | 0.5 | -26 | -1.0 | -0.1

Retrieved by structure from the list above (2):
entry | Compound | ABCB6 inh MLPCN | MC4R antagonist | m5-HT2A agonist | Granule exo inh | H9c2 protect
27 | Cc1ccc(C(=O)NCc2ccc(F)cc2)cc1NC1=NC2CS(=O)(=O)CC2S1 (stereo unspecified) | 97 | 4 | 3 | -5 | 8
26 | COc1ccccc1Cc1c(C2CCCCC2)nc2ccc(Cl)cn12 | 97 | . | -4 | 0 | -9

entry | Glyco luc inh | iPSC survival up | ABHD5 PLIN5 PPI | MC4R barr agon | aDG glyco act
27 | -1 | -1.2 | 0 | -0.2 | 0.0
26 | -2 | -0.9 | -9 | . | -0.1

Next records follow.
entry | Compound | ABCB6 inh MLPCN | MC4R antagonist | m5-HT2A agonist | Granule exo inh | H9c2 protect
31 | O=C1CCCC(O)=C1C=Nc1cccc(C(F)(F)F)c1 | 98 | 17 | 0 | -1 | 14
32 | C=CCSc1nnc(NC(=O)c2nc(SCC)ncc2Cl)s1 | 98 | 6 | 2 | -1 | -4
33 | CC1=NN(C(C#N)c2ccc(F)cc2)C(c2ccccc2)C1 (stereo unspecified) | 102 | 5 | 1 | 0 | 1
34 | O=C(O)c1ccc(-n2c(=O)c3ccccc3c3ccccc3c2=O)cc1 | 97 | 2 | -2 | 1 | -3
35 | O=C(CCCN=C1NS(=O)(=O)c2ccccc21)OCc1ccc(F)cc1 | 100 | 6 | -6 | -7 | -5
36 | COCCn1c(SCc2ccccc2Cl)nc2c1c(=O)[nH]c(=O)n2C | 98 | -1 | 2 | -8 | 13
37 | O=C(NCc1ccccn1)C1Nc2ccc(OC(F)(F)F)cc2C2C=CCC12 (stereo unspecified) | 96 | 5 | 2 | -1 | -2
38 | O=C(COc1ccc(Br)cc1)OCC(=O)c1ccc[nH]1 | 96 | -2 | 5 | 6 | 2
39 | Fc1ccc(NC(=S)N/N=C/c2cccc(Br)c2)c(F)c1 | 99 | -1 | -5 | -1 | -2
40 | C[C@H]1CN([C@@H](C)CO)C(=O)CCCn2cc(nn2)CO[C@@H]1CN(C)C(=O)c1ccncc1 | 101 | -5 | 7 | -4 | -1
41 | COCCNC(=O)c1ccccc1NC(=O)c1ccc(OC)c(OC)c1 | 103 | 8 | 4 | 0 | 4
42 | N#CCSc1nnc(-c2ccccc2)c(-c2ccccc2)n1 | 85 | -5 | 1 | 0 | -3
43 | N/C(=N\OC(=O)CSc1ccccc1)c1ccc([N+](=O)[O-])cc1 | 98 | 11 | 0 | -3 | -2
44 | CN(C)CC#Cc1cccc(-c2nc(C(=O)O)cc3c2[C@@H](CCO)N(S(=O)C(C)(C)C)C3)c1 (stereo partly specified) | 79 | . | 3 | 5 | 9
45 | CCOC1=C/C(=C/c2c(N)n3nc(CC(=O)N4CCCCC4)sc3nc2=O)C=CC1=O | 98 | 3 | 5 | 0 | 4
46 | Cc1cc(NC(=O)c2cccc(F)c2)ncc1NC(=O)c1ccco1 | 92 | 11 | 5 | -2 | 1
47 | COc1ccccc1CN(C)C(=O)c1ccc2c(c1)NC(=O)CS2 | 95 | -16 | -4 | -2 | -5
48 | O=C(NCc1cccs1)C1CCC(CNS(=O)(=O)c2cccs2)CC1 (stereo unspecified) | 104 | -3 | -3 | -6 | 9

entry | Glyco luc inh | iPSC survival up | ABHD5 PLIN5 PPI | MC4R barr agon | aDG glyco act
31 | 0 | -0.6 | 14 | 0.5 | 0.1
32 | 1 | -1.5 | 12 | -0.5 | -0.1
33 | 3 | -0.3 | 5 | 0.7 | 0.0
34 | 2 | -0.7 | 2 | -2.8 | 0.1
35 | 2 | -0.3 | 12 | -0.3 | 0.3
36 | -1 | 2.7 | -1 | -0.2 | 0.0
37 | 0 | 2.4 | 1 | 0.1 | 0.1
38 | -1 | -0.6 | -6 | -0.6 | 0.0
39 | 5 | -4.2 | -18 | 1.1 | -0.3
40 | 3 | -1.4 | 6 | -1.5 | -0.1
41 | -2 | 0.0 | 10 | 0.4 | 0.0
42 | 1 | 3.2 | 1 | -0.6 | 0.9
43 | 5 | 3.2 | -3 | 1.8 | -0.1
44 | 4 | 4.9 | -1 | . | 0.3
45 | 5 | -0.3 | -11 | -3.5 | -0.2
46 | -8 | -0.2 | 4 | -0.9 | 0.1
47 | 0 | 0.0 | -7 | -0.4 | -0.3
48 | -2 | 0.6 | -2 | -0.7 | 0.2
